Bioassay records deposited in PubChem by The Scripps Research Institute Molecular Screening Center.
hgDAF-12 ag = H. glycines DAF-12 receptor agonists, primary screen, cell-based, luminescence, HEK293, GAL4 fusion, UAS-luciferase | HEK293 GAL4-hgDAF12 UAS-luciferase reporter, agonist luminescence; normalized to butyrate control | 370,000 compounds, 1.8% hits | activation, % at 6.8 µM | Nuclear hormone receptor DAF-12 (Heterodera glycines), GAL4 fusion;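 active means activation above a cutoff set at the mean of all screened compounds plus 3 SD, cut at about 10% in these data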;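 further: 0% = DMSO wells and 100% = sodium butyrate wells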
ssDAF-12 act = S. stercoralis DAF-12 nuclear receptor activators, primary screen, cell-based, luminescence, HEK293, GRIP1 co-expression, lit1-tk-luc. Nuclear hormone receptor DAF-12 (Strongyloides stercoralis). HEK293 ssDAF-12/GRIP1 lit1-tk-luc reporter; % of 3 µM dafachronic acid response. activation, % at 6.8 µM. 370,000 compounds, 1% hits. AID 652126, 2013;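 active means activation above the mean over all tested compounds plus 3 SD, cut at about 0.9% in these data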;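 further: 0% = DMSO-only wells and 100% = 3 µM delta7-dafachronic acid wells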
ADAM17 inh = ADAM17 inhibitors, primary screen, biochemical, QFRET | Disintegrin and metalloproteinase domain-containing protein 17 (Homo sapiens), P78536 | recombinant ADAM17, EDANS/DABCYL FRET peptide cleavage | inhibition, % at 6.95 µM | 370,000 compounds, 0.83% hits | AID 720648, 2013;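 active means inhibition above the mean of compounds lying between control limits plus 3 SD, set per campaign, cut at about 8.5% in these data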;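 further: 0% = DMSO-only wells as the low control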
Target sequence (P78536 215-824 limits assumed): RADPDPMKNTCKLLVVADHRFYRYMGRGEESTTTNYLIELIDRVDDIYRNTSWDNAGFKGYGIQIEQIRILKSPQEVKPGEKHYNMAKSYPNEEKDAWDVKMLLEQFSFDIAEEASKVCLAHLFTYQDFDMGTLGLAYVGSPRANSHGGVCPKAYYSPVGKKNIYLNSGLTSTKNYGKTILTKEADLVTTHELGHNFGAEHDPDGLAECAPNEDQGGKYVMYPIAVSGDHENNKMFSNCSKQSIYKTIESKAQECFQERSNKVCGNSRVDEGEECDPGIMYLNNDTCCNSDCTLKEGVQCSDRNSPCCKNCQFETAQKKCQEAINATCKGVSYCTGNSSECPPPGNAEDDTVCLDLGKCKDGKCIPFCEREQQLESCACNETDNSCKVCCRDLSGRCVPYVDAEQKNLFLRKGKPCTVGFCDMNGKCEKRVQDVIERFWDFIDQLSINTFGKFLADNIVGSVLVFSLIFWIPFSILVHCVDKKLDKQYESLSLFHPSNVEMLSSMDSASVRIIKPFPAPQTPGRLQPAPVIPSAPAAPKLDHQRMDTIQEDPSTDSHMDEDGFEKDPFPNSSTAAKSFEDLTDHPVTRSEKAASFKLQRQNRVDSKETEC
PLCb3 inh = human PLC-beta3 inhibitors, primary screen, biochemical, fluorescence; inhibition, % at 12.2 µM; 370,000 compounds, 0.18% hits; Purified PLC-beta3, fluorogenic substrate; AID 720704, 2013; in the data active means inhibition above about 11%;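 further: 0% = median of compound wells on plate and 100% = full blocker control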
hcDAF-12 act = H. contortus DAF-12 nuclear receptor activators, primary screen, cell-based, luminescence, HEK293, lit1-tk-luc reporter; 370,000 compounds, 1.4% hits; activation, % at 6.8 µM; HEK293 hcDAF-12 lit1-tk-luc reporter; 0% DMSO, 100% Δ7-dafachronic acid;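 active means activation above the mean of all tested compounds plus 3 SD, cut at about 5.5% in these data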;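 further: 100% = response to 3 µM Δ7-dafachronic acid high control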
GAA850 FXN act = FXN promoter activators, primary screen, cell-based, luciferase luminescence, HEK293 lucGAA850. 360,000 compounds, 0.56% hits. activation, % at 6 µM. HEK293 lucGAA850 FXN promoter luciferase reporter, 24 h; percent of 10 µM SAHA response;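 active means activation above the average of all compounds screened plus 3 SD, cutoff fixed separately per campaign, cut at about 7.5% in these data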;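 further: 0% = DMSO wells and 100% = 10 µM SAHA wells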
DAX1 inh-1 = DAX1 (NR0B1) inhibitors, primary screen, cell-based, HEK293, Gal4-DAX1, luciferase luminescence | HEK293 Gal4-DAX1 luciferase reporter | inhibition, % at 6.75 µM | 340,000 compounds, 0.99% hits | AID 504766, 2011;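 active means inhibition above the mean over all tested compounds plus 3 SD, cut at about 4.2% in these data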;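 further: 0% = DAX1-transfected cells with DMSO and 100% = empty-vector control cells with DMSO; inhibition shows as a rise in luminescence from relieved DAX1 repression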
Target sequence (P51843 207-470 limits assumed): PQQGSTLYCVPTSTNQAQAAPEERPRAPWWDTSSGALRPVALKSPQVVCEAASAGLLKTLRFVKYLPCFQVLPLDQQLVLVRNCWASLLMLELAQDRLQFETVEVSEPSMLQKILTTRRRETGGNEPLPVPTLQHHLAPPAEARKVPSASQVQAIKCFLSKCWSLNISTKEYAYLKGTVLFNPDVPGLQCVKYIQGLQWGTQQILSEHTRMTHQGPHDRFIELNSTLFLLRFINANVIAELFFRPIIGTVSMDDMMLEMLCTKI
PLCg1 inh = PLC-gamma1 enzyme inhibitors, primary screen, biochemical, fluorescence, purified enzyme; 1-phosphatidylinositol 4,5-bisphosphate phosphodiesterase gamma-1 (Homo sapiens), P19174; fluorogenic substrate; inhibition, % at 12.2 µM; 370,000 compounds, 0.84% hits; AID 720700, 2013; in the data active means inhibition above about 9.5%
DAX1 inh-2 = DAX1 (NR0B1) inhibitors on StAR promoter, primary screen, cell-based, luminescence, SF-1 (NR5A1), full-length DAX-1; HEK293T StAR-luciferase reporter, SF-1/DAX-1 repression relief; inhibition, % at 6.8 µM; 370,000 compounds, 1.1% hits; AID 652010, 2013;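 active means inhibition above the mean over all tested compounds plus 3 SD, cut at about 3.6% in these data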;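 further: 0% = DAX-1 cells with DMSO and 100% = cells lacking DAX-1 with DMSO; higher inhibition means more luminescence from relief of DAX-1 repression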
ADAM10 inh = human ADAM10 inhibitors, primary screen, biochemical, QFRET, HTS. Disintegrin and metalloproteinase domain-containing protein 10 (Homo sapiens), O14672. 370,000 compounds, 0.62% hits. AID 720582, 2013. recombinant ADAM10, EDANS/DABCYL FRET peptide cleavage, 3 h. inhibition, % at 7 µM;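 active means inhibition above a per-campaign cutoff equal to the mean of compounds falling between control-based bounds plus 3 SD, cut at about 20% in these data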;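 further: 0% = DMSO wells while the 100% control is not disclosed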
HGIII-sPLA2 inh = human group III sPLA2 inhibitors, primary screen, biochemical, QFRET, BODIPY PC-A2 liposome substrate | QFRET BODIPY PC-A2 liposome hydrolysis, fluorescence | inhibition, % at 12.2 µM | 370,000 compounds, 0.56% hits | AID 743126, 2013;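 active means inhibition above mean plus 3 SD of compounds lying within the high and low control bounds, cut at about 19% in these data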;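 further: 0% = median of test compound wells and 100% = no enzyme DMSO wells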
Starred values were filed as active, the others as inactive; . = no result given.

entry | SMILES | DAX1 inh-2 | ADAM10 inh | PLCg1 inh | ADAM17 inh | hcDAF-12 act | GAA850 FXN act | DAX1 inh-1 | PLCb3 inh | ssDAF-12 act | HGIII-sPLA2 inh | hgDAF-12 ag
1 | Cc1cc(C(=O)N/N=C/C=C/c2ccccc2)n[nH]1 | -0.5 | -7 | 3 | -9 | -0.2 | 1.1 | 0.9 | 2 | -1.8 | 11 | 1.3
2 | Cc1ccc(C)c2c1cc(C)c1nnc(SCC(=O)c3cccs3)n12 | 0.4 | 0 | -16 | 0 | -1.1 | 1.3 | -0.6 | -21 | -1.5 | -37 | -0.1
3 | COc1ccc(-c2ccc(-c3nnc(Cc4ccc(OC)c(OC)c4)o3)cc2)cc1 | -0.4 | -52 | -8 | -15 | -2.0 | 2.1 | 0.2 | -8 | -1.6 | 0 | 3.1
4 | CS(=O)(=O)N1CCC(C(=O)Nc2cc(C(F)(F)F)ccc2Cl)CC1 | 1.2 | 2 | 6 | -6 | -1.2 | -0.4 | 0.1 | -1 | -1.3 | 5 | -1.7
5 | C#CCOC(=O)C[N+](C)(C)CC#Cc1ccccc1 | -0.1 | -13 | -1 | -7 | -0.6 | 0.1 | 8.6* | -3 | -0.8 | 6 | 5.5
6 | COc1ccc(N2CCN(C(=O)CCC(=O)N3CCOc4ccc(Cl)cc43)CC2)cc1 | -3.7 | 11 | 6 | 11* | -1.6 | 0.2 | -1.2 | 10 | -1.4 | 8 | -3.2
7 | O=C(C1CCCO1)N1CCN(c2ccc(F)cc2)CC1 (centres undefined) | -0.2 | -8 | -1 | 2 | 1.1 | -1.9 | 1.6 | 0 | -0.8 | -4 | -1.1
8 | COc1ccc(CCNC(=O)c2nnc(CS(=O)(=O)c3ccccc3)o2)cc1OC | -1.1 | 6 | 0 | 1 | -0.1 | 0.7 | -1.0 | 0 | -0.8 | -20 | -1.5
9 | CCCC/C=C/c1cccc2nncn12 | 0.7 | -145 | -20 | -28 | 0.0 | 2.5 | . | -28 | -0.8 | -9 | 0.9
10 | Cc1ccc(NC(=O)COc2ccc(Cl)cc2Cl)cc1S(=O)(=O)N1CCOCC1 | -1.9 | 2 | 3 | 3 | -3.0 | 4.5 | -0.1 | 3 | -1.4 | -10 | -1.7
11 | O=C(c1[nH]c(C(F)(F)F)nc1-c1ccccc1)N1CCN(c2ncccc2C(F)(F)F)CC1 | -0.3 | -16 | -3 | -3 | -1.7 | . | . | -3 | -1.3 | -11 | -3.3
12 | c1ccc(-n2cc(CNCCc3cscn3)c(-c3ccc4c(c3)OCO4)n2)cc1 | 0.5 | 0 | -3 | -4 | -1.8 | 4.7 | 2.2 | -2 | -1.5 | -3 | 0.3
13 | CC(=O)c1ccc(S(=O)(=O)Nc2ccc(C(=O)NCCCn3ccnc3)cc2)cc1 | 0.3 | 0 | 2 | 0 | -1.0 | 1.9 | 0.8 | -5 | -1.1 | -11 | -0.5
14 | CCN1CCCC1CNC(=O)c1cc(OC)c(OC)c(OC)c1 (centres undefined) | 0.6 | -4 | 2 | -4 | -0.3 | -1.2 | 1.0 | -1 | -1.1 | 6 | -0.5
15 | COc1ccc(Cl)cc1NC(=O)Nc1cccc([N+](=O)[O-])c1C | -0.3 | 10 | 3 | 2 | -1.3 | -0.2 | 0.1 | 3 | -1.3 | 1 | -0.3
16 | CC[C@@]1(C(=O)OC)N[C@H](CN(C)S(=O)(=O)c2ccccc2)[C@@H]2C(=O)N(C)C(=O)[C@@H]21 | -0.3 | -3 | 1 | -4 | 0.0 | 2.2 | -0.2 | 1 | -1.2 | 0 | 1.6
17 | O=C(CN(C(=O)c1csnn1)c1ccc(Cl)cc1)NCCc1ccccc1 | -0.4 | -20 | 3 | 0 | 2.7 | -2.0 | 0.1 | -3 | -1.1 | -2 | 0.6
18 | Cc1cccc(-n2c(O)c(C=Nc3ccccc3N)c(=O)[nH]c2=O)c1 | 3.6* | -32 | -26 | -12 | 6.1* | 3.6 | 1.0 | -34 | 1.8* | -2 | 15*
19 | C=CCCN(C(CC(C)C)C(=O)OC)S(=O)(=O)c1ccccc1Br (centres undefined) | -1.1 | 12 | 2 | 3 | -2.4 | 0.7 | -0.1 | 3 | -1.4 | 0 | 1.1
20 | O=C(Nc1c2c(nn1-c1cccc(Cl)c1)CS(=O)C2)c1ccc2c(c1)OCO2 (centres undefined) | -0.8 | 2 | -1 | 0 | 1.0 | 0.5 | 1.3 | -6 | -1.1 | 6 | 0.1
21 | COc1cccc(-c2nn(-c3ccccc3)cc2C(=O)NCC(=O)O)c1 | 0.9 | -3 | -2 | -2 | 0.9 | 0.8 | 1.7 | -2 | -0.3 | 6 | -0.2
22 | Cc1nn(-c2ccc(Cl)c(Cl)c2)c(C)c1C(=O)O | -0.2 | -6 | 0 | 1 | -1.0 | -0.5 | 0.6 | -3 | -1.5 | 10 | -0.9
23 | CC(=O)NC(CC(=O)Oc1ccc(C)cc1Br)c1ccccc1 (centres undefined) | 0.1 | 2 | 3 | 1 | -0.8 | 0.7 | 1.4 | -2 | -1.0 | -4 | 0.5
24 | Cc1cc(Cl)cc(Br)c1OCCNCC(C)O (centres undefined) | 0.1 | 0 | -1 | -1 | -1.2 | -0.6 | -0.8 | 4 | -1.3 | -1 | -1.9
25 | CC(=O)CC[C@H]1CC[C@]2(CCCN(C(=O)c3ccc4ccccc4n3)C2)O1 | -0.4 | 0 | 0 | 1 | 0.2 | . | . | 2 | -1.4 | 9 | 0.6
26 | CCN1CCN(c2nc(Nc3ccccc3F)nc(N)c2[N+](=O)[O-])CC1 | 1.3 | 1 | 2 | -1 | 0.5 | 4.8 | 2.0 | -2 | -1.0 | -1 | -2.8
27 | COc1ccc(NS(=O)(=O)c2cccc(C(=O)OCC(=O)c3c(N)n(C)c(=O)n(C)c3=O)c2)cc1 | -1.6 | 1 | -2 | 4 | -1.7 | -1.8 | -0.7 | -5 | -0.8 | -25 | 0.9
28 | O=C(NCc1ccccc1C(F)(F)F)C1CCC(=O)N(CCCc2ccccc2)C1 (centres undefined) | -1.5 | -13 | 1 | 0 | -2.1 | -1.8 | -0.4 | -10 | -0.9 | 1 | -0.7
29 | CC(=O)NC(Cc1cccc(C)c1)C(=O)NC1CCN(C(=O)c2ccc([N+](=O)[O-])cc2)CC1 (centres undefined) | -0.8 | -7 | 2 | -6 | -0.8 | 0.8 | -0.1 | 0 | -1.8 | 14 | -3.5
30 | Cc1ccc(C(=O)OC(C)C(=O)Nc2ccc3c(c2)OCO3)c(O)c1 (centres undefined) | -0.5 | -23 | -7 | -4 | 3.5 | 0.1 | 1.2 | -7 | -0.6 | -1 | 5.7
31 | COc1ccc(C(=O)NC2CCCc3c2cnn3-c2cccc(C)c2C)o1 (centres undefined) | -0.9 | -2 | 0 | -3 | -2.3 | -3.4 | -4.0 | -12 | -1.7 | 2 | -7.7
32 | O=C(CCS(=O)(=O)c1ccc(Cl)cc1)Nc1cccc(S(=O)(=O)N2CCCCCC2)c1 | 0.6 | -4 | 2 | 4 | -2.1 | -1.4 | -1.0 | 2 | -1.7 | -25 | -1.8
33 | COCCCN1C(=O)C(CC(=O)NC2CCCC2)CC(C(=O)N(C(C)C)C(C)C)=C1C (centres undefined) | -0.4 | -8 | 1 | -5 | 0.1 | . | . | 1 | -1.2 | 13 | 4.1
34 | COC(=O)c1ccc(OC(=O)c2cccs2)cc1 | -0.6 | 0 | 2 | -1 | 1.9 | 1.9 | -2.0 | -1 | -0.7 | 1 | 2.5
35 | COc1ccc(OC)c(N=C2C(=O)Nc3ccccc32)c1 | -0.9 | -10 | 0 | -2 | -0.5 | -0.1 | 0.8 | -2 | -0.4 | 3 | -0.2
36 | COc1nc(OC/C(N)=N/O)nc(N2CCOCC2)n1 | 0.1 | 2 | -4 | -1 | -0.4 | 2.0 | 2.6 | 2 | -1.1 | 4 | -1.1
37 | COc1cc(/C=C/C(=O)O)ccc1OS(=O)(=O)c1ccc(C)cc1 | -0.6 | 6 | 3 | 1 | 0.0 | 0.2 | 0.0 | 0 | -1.1 | 5 | 0.2
38 | COc1ccc2c(c1)c(CC(=O)O)c(C)n2C(=O)c1ccc(Cl)cc1 | -0.4 | 6 | 4 | -1 | 0.3 | -0.3 | 0.0 | -4 | -0.9 | 2 | 0.6
39 | CN1c2ccccc2-c2nc3ccccc3n2C1c1ccncc1 (centres undefined) | -0.2 | -139 | -60 | -53 | 1.9 | -0.1 | -0.1 | -77 | -1.1 | 7 | -0.9
40 | COc1ccc(OCC(=O)Nc2cc(-c3nn4c(C)nnc4s3)ccc2C)cc1 | 0.2 | 3 | 1 | 4 | 2.0 | -0.7 | 0.4 | 8 | -0.8 | 2 | -1.1
41 | Cc1ccccc1C(=O)N1CCC(C(=O)Nc2ccc(S(=O)(=O)N3CCOCC3)cc2)CC1 | -1.8 | -20 | 3 | -3 | -2.3 | -1.2 | -0.8 | -8 | -1.6 | 10 | 0.4
42 | CCCCCCCCN1C(=O)[C@@H](CC(=O)NCCC(C)C)C[C@@]2(C(=O)OC)C1=C[C@H](COCc1ccccc1)O[C@@H]2C | -1.4 | 5 | -4 | 2 | -0.5 | . | . | 0 | -1.7 | -15 | 1.0
43 | CN(Cc1ccccc1)S(=O)(=O)c1cccs1 | -0.2 | 9 | 3 | 3 | -1.8 | 5.2 | 0.6 | 7 | -1.1 | -6 | 0.3
44 | COc1cc(C)nc(NS(=O)(=O)c2ccc(C)cc2)n1 | -0.7 | 0 | 4 | -3 | -0.1 | -1.7 | 0.4 | 0 | -1.6 | 1 | -1.8
45 | Cc1ccc(S(=O)(=O)N(C)c2ccccc2C(=O)NC2CCCC2)cc1 | -0.3 | 2 | 3 | -1 | -2.5 | -0.7 | 0.1 | 3 | -0.7 | -13 | -5.1
46 | CN(Cc1ccc(OC(F)F)cc1)C(=O)c1ccc2nccnc2c1 | 0.5 | -6 | -2 | -4 | -1.4 | -0.4 | 0.8 | -10 | 0.2 | -8 | -1.1
